# Bioassay records as filed in PubChem.
# KB-V1 cytotox: kills drug-selected multidrug resistant KB-V1 cells; hit rate 3.4% among 400,000; Potency, µM (top dose mostly 46.1 µM), inactives show top-dose activity change, negative = cytotoxicity, hits mostly cytotoxic; AID 1347076; KB-V1 MDR cells viability, CellTiter-Glo, 72 h; note: potency is the fitted concentration of half-maximal effect; % is set by controls: 0 for no effect and ±100 for the full control effect; nearly all actives have a fitted effect of over 60% in size
#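 Readout: CellTiter-Glo luminescence, 10 min after addition. Cells: KB-V1 MDR subline, 72 h at 37 degrees C with compound. Analysis: corrected, normalized data fitted to concentration-effect curves.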
# SW480 rerep: induces DNA re-replication in SW480 colon adenocarcinoma cells; SW480 DNA re-replication, Hoechst DNA content imaging, 48 h; Potency, µM (titrated, usually from 46.1 µM), inactives show top-dose re-replication activation, hits mostly activators; hit rate 1.8% among 340,000; AID 624297; note: potency is the fitted concentration of half-maximal effect; % of control where 0% means no effect; nearly all actives have a fitted effect of over 55% in size
#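 DNA re-replication was detected as more nuclei of elevated Hoechst intensity after 48 hr exposure to compound (23 nL pinned per well of 250 cells).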
# D3 ag: D3 dopamine receptor (human) agonism; P35462; D3R DiscoveRx beta-arrestin cells, luminescence, 90 min; max activation, %; hit rate 0.58% among 410,000; AID 652048; in the data active = max activation above about 30%; note: 0% is about no effect; mostly tested at two doses, the higher about 12 µM
# Target sequence (P35462 whole entry, looked up): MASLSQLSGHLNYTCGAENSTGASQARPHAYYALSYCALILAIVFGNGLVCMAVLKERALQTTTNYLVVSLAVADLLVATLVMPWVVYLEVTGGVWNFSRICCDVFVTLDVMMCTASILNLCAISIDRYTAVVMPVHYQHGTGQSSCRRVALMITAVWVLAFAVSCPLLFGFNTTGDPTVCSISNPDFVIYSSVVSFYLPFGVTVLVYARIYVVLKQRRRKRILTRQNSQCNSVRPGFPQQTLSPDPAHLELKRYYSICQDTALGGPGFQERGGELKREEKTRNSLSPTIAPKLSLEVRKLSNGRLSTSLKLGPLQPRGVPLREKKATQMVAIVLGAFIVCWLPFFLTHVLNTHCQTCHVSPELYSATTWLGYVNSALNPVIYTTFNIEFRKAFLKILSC
#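 Agonist mode: compounds and dopamine controls were applied to plated cells for 90 min at 37 degrees C after an overnight attachment at 1500 cells/well. Luminescent read-out followed 30 - 60 minutes at room temperature with DiscoveRx detection reagent.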
# MCF10A rerep: inducers of DNA re-replication in MCF 10A breast cells | MCF 10A DNA re-replication, Hoechst nuclear intensity, 48 h | Potency, µM (top dose mostly 46.1 µM), for the others: at the highest dose activity, positive = re-replication, usual class: activators | hit rate 2.9% among 350,000; note: potency is the fitted concentration of half-maximal effect; % of control where 0% means no effect; nearly all actives have a fitted effect of over 50% in size
# IL-1B inflam inh: inflammasome signaling inhibition, IL-1 beta readout; THP-1 LPS/ATP IL-1B secretion, AlphaLISA, 16 h; stronger effect = lower value; activity change, % at 57.5 µM; hit rate 4.7% among 360,000; in the data active = activity change below about -50%; inconclusive = mostly about -30% to -49%; note: % is set by controls: 0 for no effect and ±100 for the full control effect
#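 THP-1 cells pretreated 1 hr with compounds (up to 57.5 uM final), then stimulated with LPS (250 ng/mL final) plus ATP (1.25 mM final); secreted IL-1B measured by AlphaLISA after 16 hr, decreased signal indicating inhibition.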
# KB-3-1 tox: kills parental KB-3-1 adenocarcinoma cells; Potency, µM (series often up to 46.1 µM), for inactives: at the highest dose activity change, negative = cytotoxic, usual class: cytotoxic; KB-3-1 viability, CellTiter-Glo ATP luminescence, 72 h; AID 1347075; hit rate 1.4% among 400,000; note: potency is the fitted concentration of half-maximal effect; % is set by controls: 0 for no effect and ±100 for the full control effect; nearly all actives have a fitted effect of over 60% in size
#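 Here the drug-naive KB-3-1 line serves as comparator for MDR sub-line selectivity; cells received compound titrations, 72 h at 37 °C, then CellTiter-Glo readout.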
# HT1080 IDH1KD tx: kills HT-1080 cells with IDH1 knockdown; HT-1080 IDH1 knockdown viability, ATP luminescence, 48 h; AID 686971; hit rate 2% among 360,000; Potency, µM (doses to about 46.1 µM), for inactives: at the highest dose activity, negative = toxicity, hits mostly cytotoxic;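 note: potency is the fitted concentration of half-maximal effect; 0% = DMSO wells and -100% = cell-free medium wells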
#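 Using the IDH1-knockdown HT-1080 line run in the same batch and compound series as the NT line, viability after 48 h at 37 °C was determined by CellTiter-Glo luminescence and expressed as % activity.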
# GLP1R cytotox: cytotoxicity in counter-screen for GLP-1R inverse agonists. HEK293 cAMP-luciferase reporter cells, luminescence, 24 h. Potency, µM (highest dose often 38.3 µM), for inactives: at the highest dose activity change, negative = inhibition, usual class: inhibitors. AID 624418. hit rate 0.13% among 410,000;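 note: loss of luciferase light is scored as toxicity; potency is the fitted concentration of half-maximal effect; % is set by controls: 0 for no effect and ±100 for the full control effect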
#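 A 23 nL compound transfer followed 12 hours of cell culture at 37 deg C; exposure then lasted 24 hr. Luciferase assay detection reagent was dispensed and plates read for luminescence after a 12 min room-temperature wait.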
# HT1080NT lethal: kills 2HG-producing HT-1080-NT fibrosarcoma cells; HT-1080-NT fibrosarcoma viability, CellTiter-Glo ATP luminescence, 48 h; Potency, µM (titrated, usually from 46.1 µM), inactives show top-dose activity, negative = less viability, most hits filed as cytotoxic; hit rate 1.6% among 360,000;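 note: NT is the 2HG producing partner of a matched IDH1 knockdown line; potency is the fitted concentration of half-maximal effect; 0% = DMSO-treated cells and -100% = media-only wells without cells; nearly all actives have a fitted effect of over 55% in size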
#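 HT-1080-NT; 750 cells/well; 5% FBS RPMI; 48 h compound, 37 degrees C; CellTiter-Glo luminescence; curve fitting and curve-class assignment.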
# An asterisk follows results filed as active; ? = inconclusive; / = no result given; & = joins results of further samples; [ ] = another dose, or the depositor's remark. Unless noted, calls come from the whole dose curve; as a rule, active = well fitted curve in the direction sought with a large enough effect; inconclusive = small, poorly fitted or top-dose-only effect, or another doubt; inactive = no such curve, though single readings can be large; an effect the other way counts as inactive or inconclusive.
SMILES,KB-V1 cytotox,SW480 rerep,D3 ag,MCF10A rerep,IL-1B inflam inh,KB-3-1 tox,HT1080 IDH1KD tx,GLP1R cytotox,HT1080NT lethal
CC1(C)C[C@@H]1C(=O)N/C(=C\CCCCSC[C@H](N)C(=O)O)C(=O)O,10%,-4%&-1%,15&9&8,?,20,0%,2%,4%,10%
O=C(Cc1ccccc1F)Nc1ccccc1-c1ccccc1,?,-1%,2,?,-11,-13%,13%,7%,7%
O=C(Nc1ccccc1Br)C1CC(=O)N(c2ccc3c4c(cccc24)CC3)C1 (stereo not drawn),?,?,0,21µM*,?,4.6µM*,?,?,?
Cc1ccc(-c2cc(C(=O)N3CC(C)CC(C)C3)c3ccccc3n2)o1 (stereo not drawn),-13%,14%,-7,?,?,0%,?,-3%,-12%
O=C(NCc1cccc(F)c1)c1cccc(NC(=O)c2nsc3ccccc23)c1,-12%,/,6,/,/,?,/,-14%,/
Cc1ccc(C)c(NC(=O)/C(C#N)=C/c2cn(CC(=O)NCc3ccco3)c3ccccc23)c1,2%,?,6,?,16,1%,?,4%,-30%
c1ccc(-c2nnnc3ccccc23)cc1,3%,-10%,7,-1%,20,0%,10%,2%[1.53 µM],10%
CC[C@H](C)C1OC(=O)[C@@H](C)[C@@H](CC)NC(=O)[C@H](C)N(C)C(=O)C(C)(C)C(=O)C(C)NC(=O)[C@H](Cc2ccc(OC)cc2)N(C)C(=O)[C@H](C(C)C)N(C)C(=O)CNC(=O)[C@H](CC(C)C)N(C)C(=O)CNC1=O (stereo partly drawn),-20%,/,-5,/,-10,0.21µM*,0.18µM*,?,0.26µM*
CCc1ccc(NC(=O)c2cnn(-c3c(C)cccc3C)c2C2CCNCC2)cc1,0%,/,-11,/,/,0%,/,-23%,/
Cc1cccc(CN2C(=O)N/C(=C/c3cc(C)n(-c4cc(C)ccn4)c3C)C2=O)c1,-26%,19%,-2,?,-58*,?,-11%,-6%,-11%
Cc1cc(=O)oc(C)c1C(=O)NNC(=O)C1(C)CC1Br (stereo not drawn),-4%,-1%,3,-2%,-1,-2%,1%,-1%,-1%
O=C(CN1C(=O)CSc2ccc(S(=O)(=O)N3CCCCC3)cc21)NCc1cccnc1,0%,-23%,16,-41%[inhibitor],?,-1%,20%,1%,10%
COc1ccc2c(c1)C(=O)N(c1ccccc1)C(=O)C2,0%,-1%,4,10%,30,19%,7%,2%,4%
Cc1nnc2ccc(-c3cccc(NC(=O)c4ccc(Br)o4)c3)nn12,?,-20%,17,12%,-65*,-22%,-7%,-27%,?
CCOC(=O)[C@]12CCCC=C1N(Cc1ccc3c(c1)OCO3)C(=O)[C@H](CC(=O)N1CCCCC1)C2,?,/,-4,/,-2,8%,5%,-1%,3%
O=C(NCC(c1ccc2c(c1)OCO2)N1CCN(c2ccccc2)CC1)C(=O)Nc1cccc(F)c1 (stereo not drawn),-11%,/,0,/,/,6%,/,-6%,/
CCOC(=O)c1ccc(NC(=O)C(CC)Sc2nc3ccncc3[nH]2)cc1 (stereo not drawn),-9%,/,6,/,/,-12%,/,-9%,/
CC[C@@]1(C(=O)OC)N[C@H](CN(C)C(=O)c2ccc(F)cc2)[C@@H]2C(=O)N(Cc3ccccc3)C(=O)[C@@H]21,-8%,11%,8,1%,-6,-17%,-2%,1%,-2%
COc1ccccc1OC(=O)CCN1c2ccccc2Sc2ccccc21,-3%,-2%,1,3%,3,-2%,6%,2%,2%
CC(C)Cn1ccc(=O)n(CC(C)C)c1=O,23%,-1%,9,-5%,-5,-10%,13%,1%,5%
COc1ccc(CC2SC(=Nc3ccc(F)cc3)NC2=O)cc1 (stereo not drawn),3%,-5%,6,2%,-15,12%,9%,-1%,0%
COc1ccc(NC(=O)C[C@H]2C(=O)N(c3ccc(OC)cc3)C[C@@H]2c2ccc(Br)cc2)cc1,?,/,4,/,-26,-22%,-7%,-29%,-5%
Cn1c(=O)c(-c2cc(Br)ccc2N)nc2ccccc21,-25%,2%,-9,6%,-14,-6%,-11%,-28%,-19%
CCOc1ccccc1C(=O)Nc1cccc2ccc(C)nc12,?,/,-2,/,/,-4%,/,-3%,/
O=C(c1ccccc1)N1CCCC(c2nc3c(nnn3Cc3ccccc3)c(=O)[nH]2)C1 (stereo not drawn),?,2%,8,2%,-7,?,-19%,-1%,0%

# Reprinted from the part before: 2 entries, then new ones.
SMILES,KB-V1 cytotox,SW480 rerep,D3 ag,MCF10A rerep,IL-1B inflam inh,KB-3-1 tox,HT1080 IDH1KD tx,GLP1R cytotox,HT1080NT lethal
CCOc1ccccc1C(=O)Nc1cccc2ccc(C)nc12,?,/,-2,/,/,-4%,/,-3%,/
O=C(c1ccccc1)N1CCCC(c2nc3c(nnn3Cc3ccccc3)c(=O)[nH]2)C1 (stereo not drawn),?,2%,8,2%,-7,?,-19%,-1%,0%
CCOc1ccc(NC(=O)COc2ccc(C(=O)N3CCC(C(N)=O)CC3)cc2OC)cc1,?,-2%,6,4%,11,8%,-8%,-3%,2%
Cc1ccccc1NC(=O)Cn1cc(S(=O)(=O)N2CCCC2)c(S(=O)(=O)N2CCCC2)c1,8%,/,7,/,/,?,/,-14%,/
Cn1c(SCC(=O)NCC2CCCO2)nnc1-c1ccc(S(=O)(=O)N2CCCC2)cc1 (stereo not drawn),-14%,-4%,1,3%,-4,4%,3%,0%,1%
C=CCn1cc(/C=N/Nc2nc3ccccc3[nH]2)c2ccccc21,?,20%,-32,?,-95*,-27%,16µM*,?,21µM*
CCc1cccc(NC(=O)CCc2c(C)nn(-c3ccc(N4CCOCC4)nn3)c2C)c1,-20%,-4%,-17,-2%,-7,-8%,-2%,-12%,-3%
C=CCN(CC(=O)c1sc(C(=O)OCC)nc1C)c1cccc(Br)c1,-5%,-2%,2,5%,26,10%,8%,-12%,5%
O=C(COc1ccccc1)NCC(=O)Nc1cccc2ccccc12,18µM*,2%,-7,-56%[inhibitor],12,?,-3%,1%,-2%
O=C(Nc1nnc(Cc2ccccc2)s1)Nc1ccccc1F,4%,-14%,6,13%,37,0%,?,3%,-1%
CCOc1ccc(NC(=O)c2ccc(F)cc2F)cc1,0%,?,-1,-13%,-16,5%,-9%,-1%,-4%
COc1cccc(CN2CCNC(=O)C2CC(=O)NCc2cn3ccc(C)cc3n2)c1OC (stereo not drawn),19%,-13%,0,2%,8,14%,7%,-10%,9%
c1cnc2ccc(-c3ccc4ncccc4c3)cc2c1,-9%,21%,-4,-8%,?,10%,?,-9%,-29%
OC(c1ccc(F)cc1)c1ncc(-c2ccc3ccccc3c2)[nH]1 (stereo not drawn),-11%,/,-20,/,1,-6%,?,-7%,?
Cc1cc(C)cc(OCC(=O)N2CCc3ccccc3C2)c1,5%,?,-16,?,9,-29%,6%,-1%,13%
O=C(NNC(=O)c1sc2cccc(Cl)c2c1Cl)Nc1ccccc1,7%,-2%,-16,-3%,-4,7%,12%,0%,16%
CC(=O)c1c(C)[nH]c(C(=O)OCC(=O)c2ccc(C)s2)c1C,-1%,?,44*,11%,-8,-2%,-1%,1%,1%
Cc1c(Cl)ccc2sc(N3CCN(C(=O)C(C)C)CC3)nc12,?,/,2,/,/,0%,/,-5%,/
COc1ccc(C(=O)Nc2ccc(C(=O)N3CCC(C)CC3)cc2)cc1OC,-29%,-3%,11,1%,-8,10%,5%,12%,2%
COC(=O)c1ccc(-c2nc(-c3cccs3)no2)cc1,-2%,-1%,3,24%,-4,-21%,-8%,-10%,4%
COC(=O)c1ccc(COC(=O)c2ccc(S(=O)(=O)N3CCC(C)CC3)cc2)o1,-14%,2%,0,5%,25,-4%,-8%,-6%,-8%
CCOc1ncccc1C(=O)Nc1cccc(S(=O)(=O)NC2=NCCC2)c1,2%,-22%,1,-1%,-2,7%,-2%,2%,-7%[9.24 µM]
CCOC(=O)c1cc(C(=O)OCC)c(=O)[nH]c1N1CCCCC1,?,-8%,2,0%,-1,3%,2%,-3%,8%
Cc1ccc2onc(CC(=O)Nc3cccc(C(F)(F)F)c3)c2c1,-13%,/,-17,/,/,0%,/,-1%,/
COCCNC(=O)c1cn(C)c2ccc(S(=O)(=O)N3CCCC3)cc2c1=O,2%,-2%,3,?,0,3%,-10%,-36%,0%
O=C(COC(=O)/C=C/c1ccc2c(c1)OCO2)NC1CC1,-12%,-5%,-4,13%,6,-5%,-11%,-8%,-14%
CCOc1ccc(/C=N/OCC(=O)NCc2ccc3c(c2)OCO3)cc1OC,0%,-1%,7,-2%,19,3%,-1%,-11%,5%
# Continuation.
SMILES,KB-V1 cytotox,SW480 rerep,D3 ag,MCF10A rerep,IL-1B inflam inh,KB-3-1 tox,HT1080 IDH1KD tx,GLP1R cytotox,HT1080NT lethal
Cc1ccc(C)c(NC(=O)Cn2ccn(-c3ccc4c(c3)OCO4)c(=O)c2=O)c1,-12%,-5%,4,0%,6,15%,2%,8%,3%
Cc1cc(C(=O)N/N=C/c2ccc(O)c([N+](=O)[O-])c2)n[nH]1,?,-3%,-7,1%,-10,0%,4%,-14%,5%
CC(NC(=O)NC(=O)c1ccc(Cl)cc1Cl)C1CC1 (stereo not drawn),-24%,-9%,-2,0%,10,-4%,-1%,11%,4%
CCCCCCNS(=O)(=O)c1ccc(OC)c(OC)c1,-27%,4%,32*,-1%,12,?,-29%,2%,1%
Cc1nn(Cc2cccc(F)c2)c(C)c1NC(=O)c1c([N+](=O)[O-])c(C)nn1C,3%,-2%,-7,4%,6,16%,19%,-1%,2%
C/C(=N\NC(N)=O)C1(C)CCCCC1,19%,0%,-11,-4%,3,11%,1%,-9%,1%

# Retrieved one by one from above (two):
SMILES,KB-V1 cytotox,SW480 rerep,D3 ag,MCF10A rerep,IL-1B inflam inh,KB-3-1 tox,HT1080 IDH1KD tx,GLP1R cytotox,HT1080NT lethal
Cc1cc(C(=O)N/N=C/c2ccc(O)c([N+](=O)[O-])c2)n[nH]1,?,-3%,-7,1%,-10,0%,4%,-14%,5%
C/C(=N\NC(N)=O)C1(C)CCCCC1,19%,0%,-11,-4%,3,11%,1%,-9%,1%
